OXTR agonist – activates the human oxytocin receptor; P30559; hit rate 0.32% among 320,000; CHO-OTR cells, Fluo-8 calcium fluorescence; normalized: DMSO 0%, oxytocin 100%; activation, % at 3 µM;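 active = activation above the mean of all tested compounds plus 3 SD, cutoff set per screening run, cut at about 20% in these data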;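 also: peak over basal fluorescence ratio from a 100 s FLIPR kinetic read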
Target sequence (P30559 whole entry, looked up): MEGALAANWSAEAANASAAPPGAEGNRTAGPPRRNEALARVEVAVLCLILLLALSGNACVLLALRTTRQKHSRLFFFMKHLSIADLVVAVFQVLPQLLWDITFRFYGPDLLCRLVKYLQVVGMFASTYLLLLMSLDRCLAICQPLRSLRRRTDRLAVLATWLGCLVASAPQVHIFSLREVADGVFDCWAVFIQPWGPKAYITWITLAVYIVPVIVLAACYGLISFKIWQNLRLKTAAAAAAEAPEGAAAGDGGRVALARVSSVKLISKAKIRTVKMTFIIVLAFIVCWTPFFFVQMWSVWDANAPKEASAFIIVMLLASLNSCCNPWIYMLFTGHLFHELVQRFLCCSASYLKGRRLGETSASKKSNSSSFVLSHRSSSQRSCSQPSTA
V1R ag counter – counter-screen for oxytocin receptor agonists: human V1a receptor agonists | P37288 | CHO-V1R cells, Fluo-8 calcium fluorescence, agonist mode; 0% DMSO, 100% 3 nM vasopressin | activation, % at 3 µM | hit rate 0.25% among 320,000 | AID 2797;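 active = activation above the mean activation of all tested compounds plus 3 SD, per screening run, cut at about 20% in these data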;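 also: signal is peak over basal fluorescence ratio across a 100 second FLIPR read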
MEKK2 WT-MEK5 – raises or lowers MEK5 binding to wildtype human MEKK2 PB1 domain; Q9Y2U5; bead flow cytometry, Alexa488-MEK5 binding to MEKK2 WT; actives lie on both sides; binding response (% of control), % at 10 µM; hit rate 1.1% among 290,000; in the data active = binding response below about 67% or above about 130%
GPR7 antagonist – antagonists of human GPR7 (neuropeptides B/W receptor 1); P48145; GPR7-expressing cells, fluorescence antagonist assay; inhibition, % at 4.4 µM; hit rate 1.1% among 290,000; in the data active = inhibition above about 16%, passing the limit was not always enough;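 also: cells stimulated with the agonist NPW; 0% = agonist with vehicle and 100% = vehicle without agonist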
Target sequence (P48145 whole entry, looked up): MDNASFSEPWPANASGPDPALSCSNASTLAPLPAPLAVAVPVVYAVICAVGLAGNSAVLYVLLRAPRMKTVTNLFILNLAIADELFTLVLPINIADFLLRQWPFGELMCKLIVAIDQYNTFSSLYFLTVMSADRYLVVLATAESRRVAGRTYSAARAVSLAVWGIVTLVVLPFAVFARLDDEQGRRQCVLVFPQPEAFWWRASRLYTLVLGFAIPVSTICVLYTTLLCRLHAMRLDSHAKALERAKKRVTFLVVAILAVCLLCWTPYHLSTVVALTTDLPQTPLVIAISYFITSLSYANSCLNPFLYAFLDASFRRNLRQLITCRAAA
PHOSPHO1 inh – blocks human PHOSPHO1 phosphatase activity; Q8TCT1; recombinant PHOSPHO1, absorbance phosphatase assay; inhibition, % at 13.3 µM; hit rate 1.1% among 290,000; AID 1565; in the data active = inhibition above about 60%
MEKK2 mut-MEK5 – signal of MEK5 binding to mutant human MEKK2 PB1 domain. percent response, % at 10 µM. bead flow cytometry, Alexa488-MEK5 binding to MEKK2 mutant. hit rate 0.35% among 290,000; in the data active = percent response above about 24%, passing the limit was not always enough; also: inactives centre near 1; some results filed as inactive read as strong as hits; reference of the scale not given here
NALP1 yeast inh – inhibitors of NALP1 inflammasome in yeast. hit rate 0.61% among 280,000. S. cerevisiae NALP1/ASC/caspase-1 growth, X-gal OD620, 72 h. inhibition, % at 10 µM. AID 2071; in the data active = inhibition mostly above about 24%, no sharp cut-off; inactive = mostly below about 32%; also: some compounds called inactive have numbers as strong as hits
MEKK3 PB1 HTS – modulators (inhibitors or enhancers) of MEK5 binding to human MEKK3 PB1 domain | Q99759 | bead-based flow cytometry, Alexa488-MEK5 binding to MEKK3; actives lie on both sides; 0 = blocked by unlabeled MEK5, 100 = vehicle | binding response (% of control), % at 10 µM | hit rate 1.4% among 290,000 | AID 1529;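 active = binding response more than 3 SD above or below the average of its plate-row segment, actives on both sides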;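 also: Alexa488 bead fluorescence after subtracting the streptavidin-only scavenger bead signal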
GalR3 antag – antagonists of human GalR3. O60755. hit rate 0.44% among 360,000. HEK293 GalR3-CNG cAMP membrane potential fluorescence; galR3 body fused to GalR1 C-terminus. inhibition, % at 3 µM;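 active = inhibition above the screen-wide average plus 3 SD, cut at about 13% in these data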;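 also: forskolin and galanin both at EC90 stimulate the cells; cAMP rise reported by CNG channel membrane potential dye signal; 0% = forskolin plus galanin with DMSO and 100% = forskolin alone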
Target sequence (O60755 1-299 limits assumed): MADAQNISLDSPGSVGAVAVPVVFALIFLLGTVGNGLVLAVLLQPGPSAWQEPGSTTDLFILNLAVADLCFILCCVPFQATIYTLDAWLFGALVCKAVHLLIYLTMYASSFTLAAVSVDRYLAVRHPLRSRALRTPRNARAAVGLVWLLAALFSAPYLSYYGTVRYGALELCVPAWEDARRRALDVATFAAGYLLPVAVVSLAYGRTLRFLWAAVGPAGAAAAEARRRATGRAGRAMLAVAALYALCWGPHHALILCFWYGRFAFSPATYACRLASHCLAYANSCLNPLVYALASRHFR
Active calls of the source: *; . = no result given.

SMILES	OXTR agonist	V1R ag counter	MEKK2 WT-MEK5	GPR7 antagonist	PHOSPHO1 inh	MEKK2 mut-MEK5	NALP1 yeast inh	MEKK3 PB1 HTS	GalR3 antag
Cc1nn(C)c(Cl)c1CN1CCN(CCC(C)C)C(CCO)C1 (configuration not stated)	0.2	0.8	99.0	-1.1	27.7	-2.0	2.1	99.0	-6.0
O=C(CCCN1C(=O)c2ccccc2C1=O)NCCCN1CCOCC1	0.1	-0.9	112.0	6.7	21.5	5.0	23.7	107.0	-4.0
O=C(O)c1cccc([N+](=O)[O-])c1C(=O)Nc1ccc2ccccc2c1	-0.2	1.7	100.0	-6.8	29.1	0.0	4.9	104.0	-1.6
CCCCCCCSc1nnc(-c2ccccc2N)c(=O)[nH]1	0.8	0.3	95.0	-8.9	-14.1	-2.0	18.1	98.0	-1.8
CCCN1CCN(C(=O)c2cc(COc3ccc(F)c(F)c3)on2)CC1	2.6	2.7	101.0	-2.3	34.4	1.0	26.4	99.0	-9.3
O=C(O)CC1SC(=Nc2ccc(O)cc2)NC1=O (configuration not stated)	0.2	0.3	104.0	-5.7	-11.0	0.0	9.9	112.0	3.1
COc1ccc(-c2[nH]ncc2CN2CCCCCCC2)c(OC)c1	0.3	-1.6	223.0*	-11.2	49.8	98.0*	10.7	108.0	4.2
CC1(C)Cc2cccc(OCC(=O)Nc3ccccc3C(F)(F)F)c2O1	-2.3	-0.8	102.0	-12.9	38.3	2.0	5.9	101.0	-0.3
O=C(CN1C(=O)COc2ccccc21)N1CCOCC1	0.1	-1.1	94.0	32.0*	1.2	-6.0	25.3	97.0	-8.9
COc1ccc(C2C(C(N)=O)=C(C)Nc3nc(-c4ccccc4OC)nn32)cc1OC (configuration not stated)	0.1	0.0	92.0	-3.5	-11.4	-3.0	-18.2	99.0	-0.7
Cc1sc(NC(=O)CN(CCc2ccccc2)C(=O)C2CC2)c(C(N)=O)c1C	-2.4	-1.5	97.0	-10.1	26.2	-1.0	-7.4	97.0	-8.6
CC(C)NC(=O)C1CCN(C(=O)C(C(=O)c2ccccc2)n2cc(Cl)ccc2=O)CC1 (configuration not stated)	1.1	-0.5	98.0	-11.3	-22.6	-1.0	14.9	97.0	-5.4
CCC(C)[C@H](NC(=O)[C@@H]1CSC2c3ccccc3C(=O)N21)C(=O)NCc1ccco1 (some centres not stated)	-1.3	-0.1	94.0	-4.8	32.4	-6.0	5.4	99.0	-4.9
C=CCNC(=O)C(=O)N/N=C/c1cccc(Br)c1	-1.2	-1.2	106.0	-9.7	-11.9	1.0	-14.0	103.0	-3.0
CCOCCn1c(SCCc2ccccc2)nc2c1c(=O)[nH]c(=O)n2C	-1.7	-0.7	108.0	7.5	-10.0	2.0	39.6	103.0	.
C=CCn1c(SCC(=O)c2c(N)n(C)c(=O)n(C)c2=O)nc2sc(CC)cc2c1=O	-0.6	0.0	.	-16.7	42.0	.	-0.4	.	-1.6
COc1cc(C(=O)OCC(=O)NC2CCS(=O)(=O)C2)ccc1OCc1c(C)noc1C (configuration not stated)	-0.2	1.1	101.0	-15.7	10.9	-1.0	10.2	123.0	1.0
O=C1/C(=N\S(=O)(=O)c2cccs2)C([n+]2ccccc2)=C([O-])c2ccccc21	-0.1	0.0	98.0	-8.2	14.9	-4.0	.	96.0	-5.5
C=CCN(c1ccccc1C(=O)NCC(=O)O)S(=O)(=O)c1ccc(C)cc1	1.0	0.6	97.0	-10.5	33.4	-5.0	1.3	97.0	1.2
CCC(CC)C(=O)N1CCN(c2ccccc2)CC1	0.1	0.4	99.0	-10.2	28.1	3.0	-1.6	106.0	-2.6
Cc1[nH]c2ccccc2c1CCC(N)=O	0.6	0.2	102.0	-11.8	-4.9	7.0	8.6	102.0	-5.6
CCOC(=O)c1c(NC(=O)C(C)Sc2cn(C)c3ccccc23)sc2c1CCC2 (configuration not stated)	-0.5	0.0	101.0	-4.2	-13.5	-4.0	16.1	114.0	.
CN(CCC#N)C(=O)COC(=O)c1ccc2[nH]c3c(c2c1)CCCC3	1.4	1.8	102.0	-20.5	8.6	-4.0	12.2	105.0	-3.2
Fc1ccccc1-c1nc(N2CCCCC2)c2ccccc2n1	-2.8	0.5	105.0	-9.4	-11.2	8.0	26.2	100.0	-4.6
COc1cc(NC(=O)CCN2CCN(C/C=C/c3ccccc3)CC2)cc(OC)c1	.	.	115.0	-13.1	13.9	13.0	6.7	103.0	-3.4
CC1(C)Oc2ccc(C(=O)N3CCCCC3)cc2N(CC(=O)NCc2ccccc2)C1=O	0.5	-0.5	105.0	-3.7	6.4	4.0	11.3	103.0	-2.6
Cc1ccc(CNC(=O)CCCNS(=O)(=O)c2cccc3nonc23)cc1	-1.2	0.3	106.0	-9.5	-35.6	1.0	4.0	95.0	-3.5
NS(=O)(=O)c1cccc(NC(=O)COC(=O)C2CCN(S(=O)(=O)c3cccs3)CC2)c1	0.7	1.1	99.0	-8.7	-0.8	-3.0	-6.7	97.0	3.5
O=C(c1cccc(Cl)c1)N1CCn2c1nc1ccccc12	-0.1	0.0	104.0	-1.8	-3.4	3.0	6.9	112.0	-1.1
O=C(NCCCN1CCOCC1)C1(c2ccccc2)CCOCC1	2.1	-0.2	94.0	1.1	-17.2	-4.0	-7.9	98.0	-2.5
CCCC(=O)NC(c1ccc(N(C)C)cc1)c1ccc2cccnc2c1O (configuration not stated)	0.1	0.7	110.0	-3.8	14.9	12.0	-4.6	103.0	-9.3
CC1CN(C(=S)NC(=O)c2ccccc2)CC(C)O1 (configuration not stated)	-0.7	0.4	102.0	-8.9	7.7	3.0	9.5	98.0	-4.7
OC(COc1c(F)cc(Br)cc1F)CN1CCN(c2ccc(F)cc2)CC1 (configuration not stated)	0.9	1.9	.	-6.5	6.0	.	18.7	.	2.3
O=C(Nc1ccccc1)c1ccccc1NC(=O)[C@H]1CCCC[C@H]1C(=O)O	0.8	-1.6	103.0	-8.8	25.3	2.0	11.3	105.0	-2.1
COc1ccc(CC(=O)N/N=C/c2cccnc2)cc1OC	0.1	0.0	106.0	-18.1	35.2	7.0	-4.1	103.0	2.3
COC(=O)COc1ccc(S(=O)(=O)NCc2ccc3c(c2)OCO3)cc1C	1.5	1.7	106.0	-5.4	29.1	9.0	16.5	110.0	-11.0
O=c1[nH]c(=S)[nH]nc1Cc1ccccc1	2.0	2.3	81.0	-9.8	48.9	-8.0	2.1	78.0	-1.8
Cc1onc(-c2ccccc2Cl)c1C(=O)N1CC(C)OC(C)C1 (configuration not stated)	0.3	-0.3	97.0	-5.8	-20.1	1.0	22.2	98.0	.
COCCN(Cc1cc2cc(C)ccc2n2nnnc12)C(=S)Nc1ccccc1C	-0.1	-0.4	93.0	-0.3	1.8	-1.0	23.6*	100.0	-6.3
Cc1[nH]c(C)c(S(=O)(=O)NCc2ccc(F)cc2)c1C(=O)N1CCCCC1	0.7	0.3	103.0	-6.3	1.0	1.0	-5.5	101.0	2.1

Copied from the results shown for reference:
SMILES	OXTR agonist	V1R ag counter	MEKK2 WT-MEK5	GPR7 antagonist	PHOSPHO1 inh	MEKK2 mut-MEK5	NALP1 yeast inh	MEKK3 PB1 HTS	GalR3 antag
Cc1[nH]c2ccccc2c1CCC(N)=O	0.6	0.2	102.0	-11.8	-4.9	7.0	8.6	102.0	-5.6
CCOC(=O)c1c(NC(=O)C(C)Sc2cn(C)c3ccccc23)sc2c1CCC2 (configuration not stated)	-0.5	0.0	101.0	-4.2	-13.5	-4.0	16.1	114.0	.

Other records:
SMILES	OXTR agonist	V1R ag counter	MEKK2 WT-MEK5	GPR7 antagonist	PHOSPHO1 inh	MEKK2 mut-MEK5	NALP1 yeast inh	MEKK3 PB1 HTS	GalR3 antag
O=C(Nc1ccc(F)cc1)C(c1ccccc1)N1CCN(S(=O)(=O)c2ccc3ccccc3c2)CC1 (configuration not stated)	0.1	0.8	108.0	2.8	-13.2	-2.0	25.4	104.0	-6.0
COC(=O)CC/C(O)=C1/C(=N)CC(C)(C)CC1=O	0.9	1.2	105.0	-14.1	-1.3	5.0	31.5	97.0	0.6
Cc1ccc(NC(=S)N(C)N)cc1Cl	-0.9	-0.5	104.0	-9.2	32.8	1.0	-12.9	104.0	0.1
CC(C)C(NC(=O)COc1ccccc1)C(=O)O (configuration not stated)	0.7	1.4	87.0	-8.8	-1.3	-2.0	9.0	84.0	-5.5
CCN(CCO)C(=S)Nc1cc(S(=O)(=O)N(C)C)ccc1C	0.4	0.5	96.0	1.0	12.7	-2.0	28.6	103.0	-4.4
O=C(NCc1ccco1)C(=O)c1c[nH]c2ccccc12	-0.2	0.8	107.0	2.1	34.2	2.0	0.2	103.0	-5.7
CSCCC(NS(=O)(=O)/C=C/c1ccccc1)C(=O)N1CCC(C)CC1 (configuration not stated)	-2.1	-1.2	95.0	3.5	.	11.0	.	107.0	-7.0
O=C(CCN1C(=O)/C(=C\C=C\c2ccccc2)SC1=S)Nc1ccccc1C(=O)O	-0.4	1.0	98.0	-13.5	19.8	3.0	-3.5	100.0	-2.1
Cc1ccc(CCC(=O)Nc2nccs2)o1	-1.2	0.4	93.0	-1.9	6.7	-5.0	-27.2	94.0	-5.6
COC(=O)c1c(C)oc2ccc(N(C(=O)c3ccncc3)S(=O)(=O)c3ccc(C)cc3C)cc12	-0.1	5.6	99.0	-6.6	-29.5	1.0	8.5	104.0	-14.2
Cc1cccc(C)c1NC(=O)CSCC(=O)c1ccc(O)c(O)c1	-0.6	-0.1	97.0	-9.7	36.5	1.0	-17.5	101.0	-4.8
COc1ccc(S(=O)(=O)NCC(=O)NCc2cc(=O)n(C)c(=O)n2C)cc1F	-0.3	-0.3	99.0	-5.3	14.6	0.0	-3.2	103.0	-4.9
COc1cccc(C2C(=O)N(C3CCCCC3)CC(=O)N2Cc2ccc(F)cc2)c1 (configuration not stated)	-0.3	-2.0	101.0	6.4	-2.6	3.0	-29.2	104.0	-6.4
CCn1c(=O)cc(SCC(=O)NCC2CCCO2)c2ccccc21 (configuration not stated)	-0.8	0.3	112.0	-5.9	2.9	8.0	.	110.0	-6.8
CCCCCCSc1nsc(NC(=O)CC(C)C)n1	-1.3	0.1	96.0	3.7	-3.4	-4.0	36.5	91.0	-6.7
COc1ccc(/C=C(\C#N)C(=O)C(C)(C)n2cncn2)cc1	1.0	3.8	78.0	-11.6	7.7	-16.0	12.9	78.0	-5.2
Cc1ccc(Cl)cc1NC(=O)c1ccc(NC(=O)CCC(=O)O)cc1	1.9	-0.1	92.0	-9.7	0.8	-2.0	25.0	91.0	-2.7
CC(C)NC(=O)NC(=O)CSc1nncn1C	0.1	0.1	103.0	-1.0	-4.4	2.0	22.2	100.0	-0.3
COc1ccccc1N1CCN(C(=O)c2cnn3cccnc23)CC1	.	.	107.0	-5.9	24.2	8.0	-3.1	103.0	.
O=C(CCN1C(=O)C2C3C=CC(C4CC34)C2C1=O)Oc1ccc(Br)cc1 (configuration not stated)	-0.5	0.6	99.0	-12.8	24.6	0.0	-6.8	103.0	-3.5
O=c1c2ccccc2nc(-c2ccc(Cl)c(Cl)c2)n1O	0.4	-0.2	104.0	-7.2	13.8	4.0	-3.2	105.0	-2.3
COC(=O)c1cc(NC(=O)CSc2ncn[nH]2)ccc1Cl	.	.	100.0	-2.3	.	-1.0	-30.0	102.0	-3.1
COc1cccc(/C=N/NC(=O)CC2C(=O)NN=C2C)c1O (configuration not stated)	3.0	0.7	102.0	-3.2	-4.9	0.0	-10.7	101.0	-3.3
Cc1nn(-c2ccccc2)c(N2CCCC2)c1/C=C1\N=C(c2ccc(F)cc2)OC1=O	-0.5	-0.4	104.0	-8.1	23.4	3.0	18.2	111.0	-1.9
Cc1nc(N2CCOCC2)nc(OC(C)C)c1[N+](=O)[O-]	-2.0	-0.9	101.0	-2.6	-1.8	-1.0	12.7	106.0	-3.4

Source: PubChem BioAssay
